S3 lipid droplet: qHTS Assay for Lipid Storage Modulators in Drosophila S3 Cells | 0.64% of 320,000 active | Drosophila S3 cells, BODIPY lipid droplet fluorescence, 18-24 h; cells fed with added oleic acid | Potency in µM for hits, for the others lipid storage change, negative = inhibition, % at the top dose, mostly 46.1 µM | AID 2685; active = well fitted inhibition curve with a large enough effect in the signal ratio, with a control signal flat, not every such curve was filed as active; inconclusive = small, poorly fitted or top-dose-only effect, or effect the other way, or a change in a side signal; the % refers to the signal ratio
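Drosophila S3 cells got compounds at several concentrations plus oleic acid (400 uM solution). Laser-scanning cytometry with 488 nm excitation read lipid droplets at 500-530 nm and cells at 575-640 nm. Percent activity was relative to 20 uM Triacsin C.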
S3 lipid droplet cell count max: second read-out of S3 lipid droplet, no call of its own (marks repeat the call); cell number change, %; measured here: cell count max response;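 cells counted by Cell Tracker Red CMTPX staining in the red channel; peak over a dose series mostly up to 46.1 µM; percent activity relative to internal control wells on each plate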
* marks the source's active call; other numbers are inactive results; i = inactive; ? = inconclusive; . = no result given; [ ] = dose if it differs, or a comment. % is scaled to controls: 0 for no effect and ±100 for the full control effect; potency is read from the fitted curve at half-maximal effect. The list is partial; count on the stated rates, not on these rows.

Every second line gives: S3 lipid droplet cell count max, S3 lipid droplet
> CC1CCCN(S(=O)(=O)c2ccc3[nH]c4c(c3c2)CCCC4)C1 (centres undefined)
  ., ?
> O=C(Cc1n[nH]c(=O)c2ccccc12)N/N=C/c1cc2c(cc1Cl)OCO2
  ., ?
> C/C(=N\Nc1ccc(S(N)(=O)=O)cc1[N+](=O)[O-])c1ccc2c(c1)OCO2
  ., ?
> Cc1ccccc1OCC(=O)N/N=C/c1cccc(Oc2ccc([N+](=O)[O-])cc2[N+](=O)[O-])c1
  -19, -5%
> C/C(CC(=O)Nc1ccccc1[N+](=O)[O-])=N\NC(=O)COc1ccccc1C
  ., ?
> CC(=O)Nc1cccc2ncccc12
  ., ?
> C/C(CC1(O)/C(=N/O)CCc2nonc21)=N\O (centres undefined)
  -1, -2%
> NC(=O)c1c(NC(=O)CSc2nc(N)cc(=O)[nH]2)sc2c1CCCC2
  8, 11%
> CCCCC(CC)C(=O)Nc1cc([N+](=O)[O-])ccc1F (centres undefined)
  8, i
> Cc1c(/C=N/NC(=O)c2cc(Br)ccc2O)c(=O)n(C)c(=O)n1C
  -6.5*, 5.8µM*
> CC(=O)Nc1ccc(-c2csc(NC(=O)Cc3ccccc3F)n2)cc1
  ., ?
> O=C(/C(C=Nc1cccc(C(F)(F)F)c1)=C(/O)c1ccco1)C(F)(F)F
  8, -15%
> COc1cc(NC(=O)CSc2nnc3c(C)cc4c(C)ccc(C)c4n23)c(C(=O)O)cc1OC
  29, 3%
> Cc1nn(-c2ccccc2)c(Cl)c1C1C(C#N)=C(N)OC2=C1C(=O)CCC2 (centres undefined)
  ., ?
> CCN1CCN(C(=O)c2ccc(CN(c3ccccc3)S(=O)(=O)c3ccccc3)cc2)CC1
  ., ?

In the list so far, these contain a carbonyl joined to an NH by a bond outside any ring:
Every second line gives: S3 lipid droplet cell count max, S3 lipid droplet
> O=C(Cc1n[nH]c(=O)c2ccccc12)N/N=C/c1cc2c(cc1Cl)OCO2
  ., ?
> Cc1ccccc1OCC(=O)N/N=C/c1cccc(Oc2ccc([N+](=O)[O-])cc2[N+](=O)[O-])c1
  -19, -5%
> C/C(CC(=O)Nc1ccccc1[N+](=O)[O-])=N\NC(=O)COc1ccccc1C
  ., ?
> CC(=O)Nc1cccc2ncccc12
  ., ?
> NC(=O)c1c(NC(=O)CSc2nc(N)cc(=O)[nH]2)sc2c1CCCC2
  8, 11%
> CCCCC(CC)C(=O)Nc1cc([N+](=O)[O-])ccc1F (centres undefined)
  8, i
> Cc1c(/C=N/NC(=O)c2cc(Br)ccc2O)c(=O)n(C)c(=O)n1C
  -6.5*, 5.8µM*
> CC(=O)Nc1ccc(-c2csc(NC(=O)Cc3ccccc3F)n2)cc1
  ., ?
> COc1cc(NC(=O)CSc2nnc3c(C)cc4c(C)ccc(C)c4n23)c(C(=O)O)cc1OC
  29, 3%

(next part)
Every second line gives: S3 lipid droplet cell count max, S3 lipid droplet
> COC(=O)Cn1cnc2c1c(=O)n(C)c(=O)n2C
  11, 7%
> c1ccc2nc3[nH]cnc3nc2c1
  ., ?
> O=C(OCCCN=C1NS(=O)(=O)c2ccccc21)c1ccccc1
  ., ?
> FC(F)(F)c1cccc(Oc2nc(-c3ccccc3)nnc2C(F)(F)F)c1
  -17, -7%
> CS(=O)(=O)N(CC(=O)N1CCN(c2ccccc2F)CC1)C1CCCCC1
  -9, -7%
> CC1=C(C(=O)OCc2cc(C)on2)N2C(=O)[C@@H](NC(=O)OCc3cc(C)on3)[C@H]2SC1
  ., ?
> COc1cc(/C=C2\SC(N)=NC2=O)cc(OC)c1
  ., ?
> O=C(CN(c1ccc(Br)cc1)S(=O)(=O)c1ccc(Cl)c([N+](=O)[O-])c1)NCCc1ccccc1
  ., ?
> Cc1cc(C)cc(C(=O)NC(CC(N)=O)c2ccc(N3CCCCCC3)c([N+](=O)[O-])c2)c1 (centres undefined)
  -3, -5%
> CCCc1cc(C(=O)NNC(=S)NCc2ccccc2)cs1
  ., ?
> CC1CCC(NC(=O)c2nc(Cn3ccc([N+](=O)[O-])n3)no2)CC1 (centres undefined)
  ., ?
> Cc1cccc(C)c1C(OCCN(C)C)C1CCCCC1 (centres undefined)
  ., ?
> CC(OC(=O)c1ccc(-c2ccc(O)cc2)cc1)C(=O)NC1CCCCC1C (centres undefined)
  ., ?
> Cc1ccc(N2C(=O)CC(C3CCCO3)C2=O)cc1 (centres undefined)
  ., ?
> Cc1ccc(NC(=O)CN(C)S(=O)(=O)c2ccc3c(c2)n(C)c(=O)c(=O)n3C)c(C)c1
  25, 18%

Every second line gives: S3 lipid droplet cell count max, S3 lipid droplet
> COc1ccc([N+](=O)[O-])cc1NC(=O)C(C)N1CCCC1 (centres undefined)
  ., ?
> O=C(Nc1nc2ccccc2s1)c1cc(-c2ccco2)nc2ccccc12
  1, 16%
> CCC(CC)C(=O)N1c2ccc(F)cc2CCC1C (centres undefined)
  ., ?
> COc1ccc(OCCCC(=O)NC(C)c2ccccc2)cc1 (centres undefined)
  ., ?
> Cc1cc(-c2nnc(SCC(=O)Nc3ccc(C)c(C)c3)n2N)n[nH]1
  17, i
> Cc1nc2nc(C)c(CCC(=O)N3CCN(c4ccccn4)CC3)c(C)n2n1
  ., ?
> COc1ccc(C2=NOC(C(=O)N3CCN(c4ccccc4OC)CC3)C2)cc1 (centres undefined)
  ., ?
> COc1ccc(-c2cnnc(N/N=C/c3c(C)nn(-c4ccccc4)c3Cl)n2)cc1
  ., ?
> O=C(NNC(=S)Nc1ccc(F)c(Cl)c1)C1CC1
  8, -6%
> CC(C)(C)c1nnc2sc(SCC(=O)c3cccs3)nn2c1=O
  ., ?
> Cc1cc(C(=O)NCc2cccs2)n(-c2ccccc2)n1
  ., ?
> CN(C)CCCNCCCNC(=O)/C(=N\O)c1ccccc1
  18, -5%
> COc1cc(OC)cc(C(=O)Nn2cc(C(=O)N3CCN(C)CC3)c3ccccc3c2=O)c1
  ., ?
> Cn1nnc2cc(C(=O)NCCC3=CCCCC3)ccc21
  ., ?
> CCC(=O)Nc1ccccc1Sc1ncnc2scc(-c3ccccc3)c12
  -18, 2%

Every second line gives: S3 lipid droplet cell count max, S3 lipid droplet
> CN1CCN(c2nc(-c3ccccc3)ncc2S(=O)(=O)c2ccccc2)CC1
  22, 17%
> CCC(C)NC(=O)c1nc2c(nnn2Cc2ccccc2Cl)c(=O)[nH]1 (centres undefined)
  0, 23%
> CCCNC(=O)c1c[nH]c2ccc(S(=O)(=O)N(C)c3ccc(OCC)cc3)cc2c1=O
  ., i
> CCCN(CCC)CCCNC(=O)CC1Nc2ccccc2NC1=O (centres undefined)
  11, 10%
> CC(C)(C)c1nc2c(Br)cc(Br)cc2c(=O)o1
  -5, -8%
> CCOc1ccc(N=Nc2c(=O)[nH]n3c(=O)cc(C)[nH]c23)cc1
  ., ?
> CC(C)CC(=O)Nc1nnn(C)n1
  ., ?
> COc1ccccc1N/C(N)=N/c1nc(CSc2ccc(C)cc2)cc(=O)[nH]1
  ., ?
> CCOC(=O)C1CCC(CN(Cc2ccccc2C)S(=O)(=O)c2ccc([N+](=O)[O-])cc2)CC1 (centres undefined)
  -5, -6%
> COc1cccc(S(=O)(=O)NCc2ccc(C(=O)N3CCN(C)CC3)cc2)c1
  ., ?
> O=C(c1ccc(-c2ccccc2)cc1)c1ccc([N+](=O)[O-])cc1
  -7, 6%
> Nc1ccccc1C(=O)NCC1(c2ccccc2)CCCC1
  ., ?
> COc1ccc(-c2cc(C(=O)Nc3c(C)n(C)n(-c4ccccc4)c3=O)no2)cc1OC
  1, -5%
> O=C(NCCS(=O)CCNC(=O)C(F)(F)F)C(F)(F)F
  -1, -6%
> O=C(Cc1ccccc1)NCC(=O)N/N=C/c1cccnc1
  21, 11%

Every second line gives: S3 lipid droplet cell count max, S3 lipid droplet
> O=C(NCC(c1cccnc1)N1CCN(c2ccccc2F)CC1)C1CCCCC1 (centres undefined)
  ., ?
> O=C1CC(c2ccc(S(=O)(=O)NCc3ccncc3)cc2)CN1 (centres undefined)
  ., ?
> CCc1ccc(NC(=O)CC2S/C(=N/N=C3CCCCCC3)NC2=O)cc1 (centres undefined)
  ., ?
> O=c1c2ccccc2nc2n1C(CBr)CS2 (centres undefined)
  ., ?
> O=C(Cc1ccccc1)N1CCN(S(=O)(=O)c2cccc([N+](=O)[O-])c2)CC1
  15, -1%
> Cc1cc(NC(=O)CN2C(=O)NC3(CCCCCC3)C2=O)no1
  2, 4%
> Cc1ccc(Cl)c(OCC(=O)Nc2ccc3c(c2)OCCO3)c1
  ., i
> O=C(CNC(=O)/C=C/c1ccccc1)N=Nc1c(O)n(Cc2ccccc2)c2ccccc12
  -10, -5%
> CC(C)CC(NC(=O)C(NC(=O)C1CCC(=O)N1C(=O)OCc1ccccc1)C(C)C)C(=O)N1CCCC1C(N)=O (centres undefined)
  ., ?
> COC(=O)C1=NN(c2ccccc2OC)C2C(=O)N(c3ccccc3OC)C(=O)C12 (centres undefined)
  ., ?
> Cc1ccc(-n2c(C)nnc2SC(C)C(=O)N2CCCC2)cc1 (centres undefined)
  ., ?
> Cc1c(C)[n+](=O)c2c(n1[O-])CCCCC2
  ., ?
> COc1ccc(C2=NCN(c3ccc(C)cc3)C(=S)N2)cc1
  ., ?
> COc1ccc(CNC(=O)NC2CCCCC2)cc1
  27, 27%
> CCOCCCn1c(=NC(=O)c2ccco2)c(C(=O)OCC)cc2c(=O)n3cccc(C)c3nc21
  16, 23%

Every second line gives: S3 lipid droplet cell count max, S3 lipid droplet
> CCOc1ccc(C(=O)NCC(=O)OC(C)C(=O)NCc2ccco2)cc1OCC (centres undefined)
  ., ?
> O=C(CC(C(=O)O)C1CCCO1)NCCc1ccc2c(c1)OCO2 (centres undefined)
  ., ?
> Cc1nc2scc(-c3cccs3)c2c(=O)o1
  ., ?
> CCCOC(=O)/C(C)=N\NC(=O)c1ccco1
  ., i
> CCCCN(C)C(=O)CCCc1c[nH]c2ccccc12
  5, 8%
> CCc1ccc(C(=O)COC(=O)c2cccs2)cc1
  ., ?
> CCCCN(C(=O)C1CC1)C1CCS(=O)(=O)C1 (centres undefined)
  ., ?
> CC(=O)Nc1ccc(-c2cc(-c3ccccc3)nc(-c3ccccc3)n2)cc1
  ., ?
> CCCc1cc(=O)oc2c(C)c(OCC(=O)N3CCC(C(=O)O)CC3)ccc12
  ., ?
> CC1CC(C)CN(c2ccc(S(=O)(=O)N3CCOCC3)cc2)C1 (centres undefined)
  -14, -26%
> NNC(=O)CC(=O)NC1(Cc2ccc(O)cc2)CCCCC1
  4, 22%
> Cc1cc(NS(=O)(=O)c2ccc(Nc3nc(-c4sc(C)nc4C)cs3)cc2)no1
  ., ?
> O=C(COc1ccc(Cl)cc1[N+](=O)[O-])N1CCCCC1
  9, -4%
> N=c1c(C(=O)NCc2ccccc2)cc2c(=O)n3ccccc3nc2n1Cc1ccco1
  ., ?
> Cc1ccc(-n2ncc3c(=O)n(CC(=O)N4CCCCCC4)cnc32)cc1
  ., ?

Every second line gives: S3 lipid droplet cell count max, S3 lipid droplet
> Cc1ccc(N2NC(=O)/C(=C\c3cc4c(cc3[N+](=O)[O-])OCO4)C2=O)cc1C
  16, 17%
> CN(C(=O)CCc1nnc(CCCCc2ccccc2)o1)C1CC(C)(C)NC(C)(C)C1
  ., -7%
> CCOC(=O)Cc1nnc(NC(=O)c2ncn[nH]2)s1
  18, i
> CCCCN(C)C(=O)c1c[nH]c2ccc(S(=O)(=O)N3CCOCC3)cc2c1=O
  0, 2%
> CC1CCC(C(=O)NNC(=O)c2cc(-c3ccco3)[nH]n2)CC1 (centres undefined)
  ., ?
> CCc1noc(C)c1C(=O)OCC(=O)Nc1ccc(F)cc1Cl
  -4, 13%
> Cc1ccc(Oc2nc3ccccn3c(=O)c2/C=C(\C#N)C(=O)NC2CCS(=O)(=O)C2)cc1 (centres undefined)
  3, 5%
> CCOC(=O)NC(=O)/C(C#N)=C\Nc1ccc(Cl)cc1Cl
  ., ?
> CN(C)S(=O)(=O)N(CC(=O)NCCSCc1ccccc1)c1ccccc1
  ., ?
> COCCCn1c(SCC(=O)O)nc2cc(OC)c(OC)cc2c1=N
  ., ?
> CC(C)(O)/C=C1/Oc2ccccc2C1N1CCCCC1 (centres undefined)
  ., ?
> CCc1ccccc1NC(=O)c1cccc(NC(=O)/C=C/c2ccco2)c1
  ., ?
> Cc1ccc(OCC(=O)N2CCN(S(=O)(=O)c3ccccc3[N+](=O)[O-])CC2)cc1
  1, -6%[9.22 µM]
> CC(=O)N/C(=C\c1ccc(F)cc1)C(=O)OCc1ccccc1
  ., ?
> Cc1ccc(S(=O)(=O)NCc2ccc(C(=O)NC3CCC(O)CC3)cc2)cc1C (centres undefined)
  -1, i

Every second line gives: S3 lipid droplet cell count max, S3 lipid droplet
> COc1ccc(NC2C=CS(=O)(=O)C2)cc1 (centres undefined)
  ., ?
> CCn1c(=O)c(-c2nc3ccccc3[nH]2)c(O)c2ccccc21
  9, 4%
> COc1cccc2c1OC1(CCN(C(C)C)CC1)N1N=C(c3cccnc3)CC21 (centres undefined)
  ., ?
> COc1cc(S(=O)(=O)n2cnc(C)c2)ccc1Cl
  -2, 2%
> CCCCC(=O)Nc1cc(C)c2c(=O)oc3ccccc3c2n1
  -19, -13%
> CC(=O)Nc1ccc(C(=O)OCC(=O)Nc2ccccc2Sc2ccccc2)cc1
  ., ?
> CC1(C)CC(=O)C(C=NC(CCC(N)=O)C(=O)O)=C(O)C1 (centres undefined)
  ., ?
> Cc1c(N=C2SCC(=O)N2/N=C\c2ccc(Br)cc2)c(=O)n(-c2ccccc2)n1C
  21, 15%
> Cc1cc(C)nc(SCC(=O)N/N=C/c2cccnc2)n1
  ., ?
> C/C(=N/Nc1nc(-c2ccccc2)cc(-c2ccccc2)n1)c1ccc(N)cc1
  ., ?
> CCS(=O)(=O)Nc1cccc(-c2nc3cccnc3s2)c1
  ., ?
